NCI-60 one-dose screen, 48 h, at 10 µM unless noted. Numbers give growth in % (100 = growth as untreated, 0 = no growth, -100 = all killed).
MCF7 – MCF7 breast cancer. 6.3% of 82,000 active. AID 1794796
LOX IMVI – LOX IMVI melanoma; 7.4% of 79,000 active
HS 578T – HS 578T breast cancer; 4.1% of 78,000 active
MALME-3M – MALME-3M melanoma; 5.8% of 78,000 active
SK-MEL-2 – SK-MEL-2 melanoma; 4.7% of 77,000 active
T-47D – T-47D breast cancer | 5% of 79,000 active | AID 1794792
MDA-MB-231 – MDA-MB-231 breast cancer; 5% of 81,000 active
BT-549 – BT-549 breast cancer; 4.4% of 78,000 active
Starred values were filed as active, the others as inactive; . = no result given. The calls were made as follows: active = growth percent below 10; inactive = the rest.

entry	canonical_smiles	MCF7	LOX IMVI	SK-MEL-2	MDA-MB-231	T-47D	BT-549	HS 578T	MALME-3M
1	C[C@@H]1C(=O)C23CCC1C[C@@]21O[C@@H]2C(C)(C)C=CC(=O)C23COC1=O	96	88	108	130	100	114	98	91
2	O=C(Nc1ccccc1)c1cc2ccccc2cc1O	71	94	81	87	80	94	110	74
3	O=C(CC1(O)C(=O)Nc2c(Cl)ccc(Cl)c21)c1ccc(Cl)cc1 (stereo unspecified)	93	102	109	106	86	103	96	78
4	Cc1ccc(N(CC(=O)Nc2ccc(S(=O)(=O)N3CCC(N4CCCC4)CC3)cc2)S(=O)(=O)c2ccc(Cl)cc2)cc1	14	-89*	92	-43*	-37*	74	66	-81*
5	CC1CCC2(C)OC1OC2CN (stereo unspecified)	105	107	112	112	123	108	113	110
6	COc1ccc(Cl)c(C(C)=O)c1	98	105	104	121	124	102	102	.
7	CC(C)(C)c1ccc(S(=O)(=O)N[C@H]2CC[C@H]3[C@@H]4CCc5cc(O)ccc5[C@H]4CC[C@]23C)cc1	15	.	.	34	26	44	63	26
8	Cc1ccc2c(c1)SC1=NC=C(C(=O)NNC(=O)c3ccncc3)[C@H](c3ccccn3)N12	74	93	83	87	62	89	83	99
9	Nc1ccccc1NC(=O)c1ccc(-n2nc(-c3ccccc3)c3ccccc32)cc1	57	80	94	43	77	-92*	84	69
10	O=C(O)c1cn(C2CC2)c2cc(N3CCN(Cn4nc(-c5ccccc5)n(-c5ccccc5)c4=S)CC3)c(F)cc2c1=O	92	89	104	101	.	79	96	102
11	O=C(Nc1nc(-c2ccccc2)cs1)c1cc(-c2ccc(Cl)cc2)nc2ccc(Cl)cc12	67	66	92	83	81	99	97	99
12	COc1ccc2cc(-c3nc4ccccc4[nH]3)c(=O)oc2c1	89	80	22	104	93	101	125	103

Next entries follow.
entry	canonical_smiles	MCF7	LOX IMVI	SK-MEL-2	MDA-MB-231	T-47D	BT-549	HS 578T	MALME-3M
13	CC(C)(C)n1cc(-c2ccnc(NCCCNS(=O)(=O)c3cccc(F)c3)n2)c(-c2ccc(F)c(O)c2)n1	79	91	93	95	65	103	86	86
14	O=C1[C@H]2Cc3c([nH]c4ccccc34)[C@H](c3ccc(Cl)cc3)N2C(=O)CN1C1CCN(Cc2ccccc2)CC1	42	22	98	65	78	94	73	83
15	CCOC(=O)CCN(CCC(=O)OCC)c1ccccn1	102	100	105	94	113	95	105	97
16	Cc1ccc(Nc2nc(N)nc(CSCC(=O)N/N=C/c3ccccc3F)n2)cc1	88	96	107	98	87	88	73	111
17	O=C(NCc1cccc(C(F)(F)F)c1)[C@H](CCC(=O)N1CCN(C2CCCCC2)CC1)N1C(=O)[C@@H](N2C(=O)OC[C@@H]2c2ccccc2)[C@H]1/C(Cl)=C/c1ccccc1	30	20	35	33	61	60	50	48
18	COc1c2c(c(OC)c3c1OCO3)C(c1ccc(Br)cc1)=NC(C)C2 (stereo unspecified)	79	87	99	86	73	83	98	45
19	O=C(CSc1nnc(-c2ccc(Cl)cc2)o1)Nc1nc(-c2ccccc2)cs1	90	101	100	97	.	92	83	88
20	CCn1c(-c2cc3c([nH]c4ccccc43)c(-c3cccc(O)c3)n2)n[nH]c1=S	33	32	-22*	47	12	27	28	51
21	COc1ccc(C2C=C(c3ccc(Cl)cc3)N=C3SC(C)=CN32)cc1 (stereo unspecified)	87	95	100	80	79	99	88	97
22	COc1cccc2c(=O)c3c(sc12)c(NCCCNCCO)nc1ccccc13	-14*	37	94	24	72	85	36	81
23	CNCCOc1nc2c3cnccc3cc(-c3cc(OC)c(OC)c(OC)c3)c2c2ccncc12	-0.5*	-47*	-78*	-9.1*	-12*	-46*	-26*	-80*
24	COc1cc(/C=N/n2c(CN3CCOCC3)nc3ccccc3c2=O)cc(OC)c1OC	99	100	113	102	94	103	105	106

Later entries.
entry	canonical_smiles	MCF7	LOX IMVI	SK-MEL-2	MDA-MB-231	T-47D	BT-549	HS 578T	MALME-3M
25	CC(=O)OCC1CCC(COC(C)=O)CC1 (stereo unspecified)	91	94	90	119	93	112	106	104
26	CS(=O)(=O)n1cc2c(n1)CN([C@H]1CO[C@H](c3cc(F)ccc3F)[C@@H](N)C1)C2	98	114	100	111	96	104	101	121
27	OCCN1CCN(c2cc(-c3cccc(OC(F)(F)F)c3)nc3ccc(N4CCCC4)cc23)CC1	17	9.0*	93	58	32	81	54	35
28	Cc1c(C(=O)/C=C/c2cc3ccccc3n3nnnc23)nnn1-c1ccc([N+](=O)[O-])cc1	97	97	105	98	100	107	98	105
29	O=C1Nc2ccccc2/C1=C/c1ccc(OCc2ccc(Cl)cc2)cc1	79	98	88	97	65	120	100	100
30	COc1ccc(-c2ccnc3c2c(-c2ccccc2)nn3-c2ccccc2)cc1	90	92	98	99	79	117	109	95
31	Clc1cnc(NC2CCNC2)nc1-n1cnc2ccccc21 (stereo unspecified)	84	97	96	108	98	103	101	109
32	O=C(NN1C(=O)CCC1=O)c1ccc(Nc2ncnc3c2cnn3-c2cccc(F)c2)cc1	109	96	108	111	.	112	115	105
33	COc1ccc(-c2nc3sc(C4CC4)nn3c2/C=C2/C(=O)Nc3ccc(OC)cc32)cc1	30	52	50	58	69	40	25	.
34	COC(=O)C(Cc1ccccc1)NC(=O)CCCNC(=O)OCc1ccccc1 (stereo unspecified)	91	99	89	112	80	101	109	97
35	C(=N/OCc1ccccc1)/c1ccncc1	105	105	127	123	75	.	115	155
36	O=C(NC1(N2CCOCC2)CC1)c1ccc(Cl)cc1	94	103	114	106	92	99	107	105

Carrying on:
entry	canonical_smiles	MCF7	LOX IMVI	SK-MEL-2	MDA-MB-231	T-47D	BT-549	HS 578T	MALME-3M
37	COC1=CC(c2ccc[nH]2)=N/C1=C\c1[nH]c(C)c(C(=O)CCC(=O)Oc2ccc3c(c2)CCC2C3CC[C@]3(C)[C@@H](O)CC[C@@H]23)c1C (stereo partly specified)	14	-82*	1.4*	-64*	20	27	20	9.7*
38	O=C(O)/C=C/C(=O)Nc1ccc(-n2nnc3cc(Cl)c(Cl)cc32)cc1	30	97	107	92	55	77	104	100
39	O=c1[nH]c(C(F)(F)F)nc2c1nc1n2CCC1	97	98	96	103	98	131	106	103
40	CC(=O)NC(Cc1ccc(O)c(CN2CCCCC2)c1)C(=O)O (stereo unspecified)	94	96	125	87	103	103	104	101
41	O=C(Nc1ccc2c(c1)C(=O)c1ccccc1-2)c1ccccc1	48	73	82	82	73	104	91	90
42	CC(=O)c1cnn(-c2cc(=O)[nH]c3ccc(Br)cc23)c1C	83	84	101	73	83	94	92	89
43	Nc1ncnc2c1ncn2[C@@H]1O[C@H](C[C@H](N)CCC[C@H](N)C(=O)O)[C@@H](O)[C@H]1O	98	97	105	108	107	111	106	113
44	Cc1sc2nc(CN(C)C(C)c3cccs3)nc(N)c2c1C (stereo unspecified)	78	79	76	86	91	102	99	93
45	O=C(NC1CC1)c1ccc(-c2nc3ccccc3s2)s1	87	98	98	92	93	104	118	119
46	O=C(Nc1c(Br)cc2c(c1Br)Cc1ccccc1-2)C(Cl)Cl	93	96	111	83	87	110	93	123
47	COc1nc2c(c(=O)[nH]1)C1(C(=O)Nc3ccccc31)c1c(nc(OC)[nH]c1=O)N2	98	93	84	99	107	99	109	109
48	O=C1c2ccccc2C(=O)c2cc(N3CCCCC3)ccc21	76	71	74	79	62	87	98	114

Reformatted: results already given
30) COc1ccc(-c2ccnc3c2c(-c2ccccc2)nn3-c2ccccc2)cc1
31) Clc1cnc(NC2CCNC2)nc1-n1cnc2ccccc21 (stereo unspecified)
32) O=C(NN1C(=O)CCC1=O)c1ccc(Nc2ncnc3c2cnn3-c2cccc(F)c2)cc1
33) COc1ccc(-c2nc3sc(C4CC4)nn3c2/C=C2/C(=O)Nc3ccc(OC)cc32)cc1
34) COC(=O)C(Cc1ccccc1)NC(=O)CCCNC(=O)OCc1ccccc1 (stereo unspecified)
35) C(=N/OCc1ccccc1)/c1ccncc1
36) O=C(NC1(N2CCOCC2)CC1)c1ccc(Cl)cc1
37) COC1=CC(c2ccc[nH]2)=N/C1=C\c1[nH]c(C)c(C(=O)CCC(=O)Oc2ccc3c(c2)CCC2C3CC[C@]3(C)[C@@H](O)CC[C@@H]23)c1C (stereo partly specified)
38) O=C(O)/C=C/C(=O)Nc1ccc(-n2nnc3cc(Cl)c(Cl)cc32)cc1
39) O=c1[nH]c(C(F)(F)F)nc2c1nc1n2CCC1

Assay by compound | 30 | 31 | 32 | 33 | 34 | 35 | 36 | 37 | 38 | 39
MCF7 | 90 | 84 | 109 | 30 | 91 | 105 | 94 | 14 | 30 | 97
LOX IMVI | 92 | 97 | 96 | 52 | 99 | 105 | 103 | -82* | 97 | 98
SK-MEL-2 | 98 | 96 | 108 | 50 | 89 | 127 | 114 | 1.4* | 107 | 96
MDA-MB-231 | 99 | 108 | 111 | 58 | 112 | 123 | 106 | -64* | 92 | 103
T-47D | 79 | 98 | . | 69 | 80 | 75 | 92 | 20 | 55 | 98
BT-549 | 117 | 103 | 112 | 40 | 101 | . | 99 | 27 | 77 | 131
HS 578T | 109 | 101 | 115 | 25 | 109 | 115 | 107 | 20 | 104 | 106
MALME-3M | 95 | 109 | 105 | . | 97 | 155 | 105 | 9.7* | 100 | 103

40) CC(=O)NC(Cc1ccc(O)c(CN2CCCCC2)c1)C(=O)O (stereo unspecified)
41) O=C(Nc1ccc2c(c1)C(=O)c1ccccc1-2)c1ccccc1
42) CC(=O)c1cnn(-c2cc(=O)[nH]c3ccc(Br)cc23)c1C
43) Nc1ncnc2c1ncn2[C@@H]1O[C@H](C[C@H](N)CCC[C@H](N)C(=O)O)[C@@H](O)[C@H]1O
44) Cc1sc2nc(CN(C)C(C)c3cccs3)nc(N)c2c1C (stereo unspecified)
45) O=C(NC1CC1)c1ccc(-c2nc3ccccc3s2)s1
46) O=C(Nc1c(Br)cc2c(c1Br)Cc1ccccc1-2)C(Cl)Cl
47) COc1nc2c(c(=O)[nH]1)C1(C(=O)Nc3ccccc31)c1c(nc(OC)[nH]c1=O)N2
48) O=C1c2ccccc2C(=O)c2cc(N3CCCCC3)ccc21

Assay by compound | 40 | 41 | 42 | 43 | 44 | 45 | 46 | 47 | 48
MCF7 | 94 | 48 | 83 | 98 | 78 | 87 | 93 | 98 | 76
LOX IMVI | 96 | 73 | 84 | 97 | 79 | 98 | 96 | 93 | 71
SK-MEL-2 | 125 | 82 | 101 | 105 | 76 | 98 | 111 | 84 | 74
MDA-MB-231 | 87 | 82 | 73 | 108 | 86 | 92 | 83 | 99 | 79
T-47D | 103 | 73 | 83 | 107 | 91 | 93 | 87 | 107 | 62
BT-549 | 103 | 104 | 94 | 111 | 102 | 104 | 110 | 99 | 87
HS 578T | 104 | 91 | 92 | 106 | 99 | 118 | 93 | 109 | 98
MALME-3M | 101 | 90 | 89 | 113 | 93 | 119 | 123 | 109 | 114

Next entries follow.
entry	canonical_smiles	MCF7	LOX IMVI	SK-MEL-2	MDA-MB-231	T-47D	BT-549	HS 578T	MALME-3M
49	O=C(N/N=C/c1ccc(Cl)cc1Cl)c1ccc2nc(-c3ccc(Cl)cc3)[nH]c2c1	-20*	-56*	39	9.5*	-13*	113	33	-59*
50	CCOC(=O)c1ccccc1-c1c2cc(Br)c(=O)c(Br)c-2oc2c(Br)c(O)c(Br)cc12	93	99	.	104	83	.	98	118
51	CCCN1CCN(C(=S)SCc2cc(=O)oc3ccc(C)cc23)CC1	91	98	105	92	98	107	98	101
52	O=C(Nc1ccc(OCc2nnc(-c3ccccc3)o2)c(F)c1)Nc1ccc(Cl)c(Cl)c1	58	55	73	65	34	79	63	58
53	O=C(Cn1nncc1CN1C(=O)CSC1=O)Nc1ccc(Cl)cc1	97	98	107	104	96	106	97	99
54	Cc1cccc2c(N)c3ccccc3nc12	5.3*	-57*	-29*	-24*	-2.8*	14	17	-37*
55	CC1=CC(=C(c2ccc(N)c(S(=O)(=O)O)c2)c2ccc(N)c(S(=O)(=O)O)c2)C=C(S(=O)(=O)O)C1=N	95	93	112	93	105	100	118	102
56	CCn1c2ccccc2c2cc(Nc3ccc(O)cc3)ccc21	69	87	96	70	78	92	95	97
57	CC[C@H](CC[C@@H](C)[C@H]1CC[C@H]2[C@@H]3CC=C4C[C@@H](OCCC#N)CC[C@]4(C)[C@H]3CC[C@]12C)C(C)C	95	100	107	99	89	102	116	114
58	CC1(C)[C@@H]2CC[C@]1(C)[C@@H](OC(=O)CSC#N)C2	84	96	104	101	87	106	115	91
59	Cc1cccc(C(=O)OCc2ccccc2)c1	92	103	.	100	87	95	91	92
60	Cn1cnc2c1c(=O)n(CC(=O)Nc1ccc(S(=O)(=O)Nc3ncccn3)cc1)c(=O)n2C	100	98	104	100	93	102	105	99

Next section:
entry	canonical_smiles	MCF7	LOX IMVI	SK-MEL-2	MDA-MB-231	T-47D	BT-549	HS 578T	MALME-3M
61	CN1C[C@@H](c2ccc(Cl)cc2)[C@]2(NC(=S)N(c3ccc(F)c(Cl)c3)C2=O)[C@@]12C(=O)NC1C=CC(Cl)=C[C@H]12 (stereo partly specified)	18	44	53	32	21	22	78	91
62	Nc1ccc(Nc2ncnc3sc4c(c23)CCN(Cc2ccccc2)C4)cc1	84	101	109	87	102	101	98	103
63	NC(CO)C(=O)O (stereo unspecified)	104	107	115	118	112	111	110	126
64	CN(C)CCCNC(=O)OCc1ccc2c(Cl)cc(Cl)c(O)c2n1	91	98	101	114	106	97	96	94
65	Clc1ccc(C2CC(c3cccc(Nc4ccncc4)c3)=NN2c2cc(Cl)cc(Cl)c2)cc1 (stereo unspecified)	-8.6*	-45*	107	72	86	104	78	63
66	CCOC(=O)C(O)C(=O)OCc1ccc2ccccc2n1 (stereo unspecified)	105	96	100	101	98	116	98	112
67	Clc1cc(Cl)nc(Cl)n1	103	95	108	120	.	117	101	93
68	Cc1[nH]c(C(=O)Nc2ccc(C(N)=O)cc2OCc2ccc(C(=O)NCCN)cc2)c(Cl)c1Cl	107	99	114	105	93	110	100	103
69	CCCCC(CC)CNC(=O)CI (stereo unspecified)	100	92	98	.	.	99	108	117
70	COc1ccc(-n2nc(C(=O)NN)cc2-c2ccc(Cl)cc2)cc1	84	95	100	85	84	.	88	90
71	C/C(=N/N=C(/C)c1ccccc1)c1ccccc1	91	108	97	103	78	99	124	90

Screens (PubChem)
